Screening results: PubChem BioAssay, Sanford-Burnham Center for Chemical Genomics
NLRP3 yeast inh: NALP3 inflammasome inhibitors in reconstituted yeast, primary screen, luminescence, uHTS; Yeast reconstituted NLRP3/ASC/caspase-1, beta-gal luminescence, 24 h; inhibition, % at 10 µM; actives 0.39% (n = 330,000); AID 2825, 2010;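 active means inhibition of 50% or more; inactive means inhibition below 50%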;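 further: plate controls were induced DMSO wells for no effect and uninduced yeast grown without galactose for full effect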
hIAP act: human IAP activators, primary screen, biochemical, luminescence, uHTS; actives 0.16% (n = 330,000); activation factor at 10 µM; Intestinal-type alkaline phosphatase (Homo sapiens), P09923; purified human IAP, CDP-Star luminescence, 30 min; stronger effect = higher value; 1 = vehicle-only enzyme, 0 = enzyme-free background;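 active means activation factor of the enzyme at least 2-fold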; further: the source names both 10 and 20 µM as test concentration; values of inactives mirror those of a sister screen read the other way
Target sequence (P09923 whole entry, looked up): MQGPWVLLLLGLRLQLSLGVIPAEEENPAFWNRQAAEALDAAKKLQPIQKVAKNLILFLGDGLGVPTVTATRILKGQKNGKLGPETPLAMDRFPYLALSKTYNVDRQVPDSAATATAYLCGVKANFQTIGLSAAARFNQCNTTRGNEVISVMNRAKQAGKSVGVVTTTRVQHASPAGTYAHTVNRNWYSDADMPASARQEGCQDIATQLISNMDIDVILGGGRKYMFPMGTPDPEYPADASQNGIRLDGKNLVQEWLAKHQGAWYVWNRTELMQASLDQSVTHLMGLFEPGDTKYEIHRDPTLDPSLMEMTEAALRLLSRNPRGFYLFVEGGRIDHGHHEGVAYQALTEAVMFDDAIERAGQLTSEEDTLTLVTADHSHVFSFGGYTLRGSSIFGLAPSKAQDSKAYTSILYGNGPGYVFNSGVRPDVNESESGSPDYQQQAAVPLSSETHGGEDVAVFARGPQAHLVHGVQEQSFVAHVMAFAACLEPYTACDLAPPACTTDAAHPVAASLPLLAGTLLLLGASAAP
APOBEC3A inh: APOBEC3A ssDNA deaminase inhibitors, primary screen, selectivity assay for APOBEC3G inhibitor project, biochemical, FAM/TAMRA oligo cleavage fluorescence; actives 0.41% (n = 330,000); inhibition, % at 20 µM; DNA dC->dU-editing enzyme APOBEC-3A (Homo sapiens), P31941; recombinant A3A, FAM/TAMRA ssDNA deamination fluorescence;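 active means at least 40% inhibition at 20 µM here, with at most 30% in a related deaminase screen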;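 further: plate controls were A3A with DMSO for no effect and wells lacking A3A enzyme for full effect; some results filed as inactive read as strong as hits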
Target sequence (P31941 whole entry, looked up): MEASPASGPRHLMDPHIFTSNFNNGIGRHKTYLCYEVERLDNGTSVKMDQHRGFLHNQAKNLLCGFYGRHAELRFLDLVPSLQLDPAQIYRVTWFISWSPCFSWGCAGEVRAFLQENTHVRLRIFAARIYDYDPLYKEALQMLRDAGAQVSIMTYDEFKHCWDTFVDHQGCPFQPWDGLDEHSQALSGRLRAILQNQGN
mIAP act: activators of mouse IAP, primary screen, biochemical, luminescence, uHTS | intestinal alkaline phosphatase [Mus musculus] | muIAP, CDP-Star luminescence, 30 min; stronger effect = higher value; 1 = vehicle-only enzyme signal, 0 = enzyme-free wells | activation factor at 10 µM | actives 0.24% (n = 330,000);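 active means activation factor of at least 2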; further: the source names both 10 and 20 µM as test concentration; values of inactives mirror those of a sister screen read the other way
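System: Mouse IAP enzyme | Also added: CDP-Star substrate | Dosing: Compounds dispensed in DMSO | Schedule: 30 min enzyme-substrate-compound incubation at room temperature | Technique: Chemiluminescence readout | Control set: DMSO-only wells and no-enzyme negative control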
APOBEC3G inh: APOBEC3G DNA deaminase inhibitors, primary screen, biochemical, fluorescence, single-stranded DNA substrate, uHTS; AID 493012, 2011; recombinant A3G, ssDNA deamination FAM/TAMRA fluorescence; inhibition, % at 20 µM; actives 0.28% (n = 330,000); DNA dC->dU-editing enzyme APOBEC-3G (Homo sapiens), Q9HC16;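 active means inhibition of at least 40% at 20 µM, with no more than 30% in the related APOBEC3A deaminase screen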;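 further: plate controls were DMSO wells with A3G for no effect and wells lacking A3G enzyme for full effect; some compounds called inactive have numbers as strong as hits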
Target sequence (Q9HC16 whole entry, looked up): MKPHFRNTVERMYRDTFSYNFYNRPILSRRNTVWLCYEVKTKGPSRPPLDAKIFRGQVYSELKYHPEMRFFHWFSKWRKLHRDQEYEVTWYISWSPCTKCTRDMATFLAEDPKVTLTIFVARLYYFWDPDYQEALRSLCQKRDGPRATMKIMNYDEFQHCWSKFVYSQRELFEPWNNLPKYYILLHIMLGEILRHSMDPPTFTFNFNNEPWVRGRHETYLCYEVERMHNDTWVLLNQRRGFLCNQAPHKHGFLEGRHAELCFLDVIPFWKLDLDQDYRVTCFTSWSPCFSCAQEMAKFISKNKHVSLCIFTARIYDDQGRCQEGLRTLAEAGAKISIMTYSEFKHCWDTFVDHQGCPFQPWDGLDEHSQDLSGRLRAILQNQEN
SENP1 FRET inh: human SENP1 catalytic domain inhibitors, primary screen, biochemical, FRET, uHTS. recombinant SENP1 catalytic domain, CyPet-SUMO1-YPet FRET cleavage. inhibition, % at 10 µM. actives 0.21% (n = 360,000). AID 624204, 2012;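 active means inhibition at least 30% at 10 µM, raw YFP signal under a set limit, fluorescence ratio 0.5 to 1.5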;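 further: 0% = enzyme with DMSO and 100% = no enzyme wells; some results filed as inactive read as strong as hits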
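Assay system: hSENP1 catalytic domain, recombinant. Amount: SENP1 enzyme, 20 pM final. Schedule: 50 min reaction, RT, dark. Technique: FRET, CFP and YFP emission. Control set: no-enzyme wells low, DMSO-plus-enzyme wells high control.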
hIAP inh: human IAP inhibitors, primary screen, biochemical, luminescence, uHTS; Intestinal-type alkaline phosphatase (Homo sapiens), P09923; purified IAP, CDP-Star luminescence, 30 min; inhibition, % at 10 µM; actives 0.12% (n = 330,000); AID 2544, 2010;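 active means inhibition reaching a set limit with compound at 10 µM in the primary screen, cut at about 35% in these data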;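 further: plate controls were DMSO wells with enzyme for no effect and no-enzyme buffer wells for full effect; values of inactives mirror those of a sister screen read the other way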
beta cell repl: inducers of MIN6 beta-cell proliferation, primary screen, ATP luminescence, uHTS. MIN6 cells proliferation, ATPlite luminescence, 48 h; cells starved in 0.2% serum; 100% = growth in 10% serum. proliferation, % at 10 µM. actives 0.29% (n = 330,000);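 active means compounds whose signal lies at least 3.5 SD above the mean of all wells on their plate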;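 further: 0% = DMSO-treated cells in low-serum medium and 100% = 10% serum control; some compounds called inactive have numbers as strong as hits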
mIAP inh: inhibitors of mouse IAP, primary screen, biochemical, luminescence, uHTS; intestinal alkaline phosphatase [Mus musculus]; purified mouse IAP, CDP-Star luminescence, 30 min; inhibition, % at 10 µM; actives 0.2% (n = 330,000); AID 2806, 2010;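 active means inhibition of at least 40% at 10 µM in the primary screen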;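 further: plate controls were DMSO with enzyme for no effect and no enzyme wells for full effect; values of inactives mirror those of a sister screen read the other way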
* hit, by the source's call; & = joins results of further samples.

SMILES | NLRP3 yeast inh | hIAP act | APOBEC3A inh | mIAP act | APOBEC3G inh | SENP1 FRET inh | hIAP inh | beta cell repl | mIAP inh
CCOC(=O)C1=C(C)Nc2sc(C(=O)c3ccc(C)cc3)c(N)c2C1c1ccc(C(=O)OC)cc1 (stereo not given) | 10.6 | 0.972 | -2.4 | 0.936 | -9.9 | -30.5 | 2.8 | 0.0 | 6.4
COc1ccccc1CN1CC(C(=O)N2CCCCO2)CCC1=O (stereo not given) | 11.2 | 0.92 | 0.1 | 0.981 | -5.6 | 0.7 | 8.0 | -3.1 | 1.9
COc1ccc(NC(=O)c2ccc(CN3CCN(c4ccccc4)CC3)cc2)cc1OC | 17.4 | 1.21 | -4.0 | 1.07 | 12.6 | 1.6 | -21.4 | -3.5 | -7.4
CCN(CC)CCCNC(=O)c1cn(CCOC)c(=O)c2c1c1ccccc1n2C | -7.2 | 0.874 | 5.6 | 0.932 | -1.3 | 0.0 | 12.6 | -2.9 | 6.8
O=C(O)CCn1c(=O)oc2cc(S(=O)(=O)N3CCCC3)ccc21 | -5.1 | 1.09 | -2.6 | 1.06 | -6.2 | 1.3 | -9.5 | -2.4 | -5.7
O=C(CCNC(=O)C1CCN(S(=O)(=O)c2ccc(F)cc2)CC1)NCc1ccc(Cl)cc1 | 19.7 | 1.05 | -1.2 | 1 | -3.1 | 2.6 | -5.1 | -0.6 | 0.0
Cn1c(-c2ccc(Br)cc2)cnc1NCc1ccc(C#N)cc1 | 33.4 | 0.771 | -1.6 | 1.02 | -10.3 | -8.1 | 22.8 | -3.1 | -1.9
C=CC[C@@H](CC(=O)N[C@@H](CO)Cc1ccccc1)C(=O)N[C@H](C)COC(=O)[C@@H](CC=C)Cc1ccc(F)cc1 | 8.2 | 1.04 | -2.2 | 1.07 | -6.8 | 0.9 | -4.1 | -4.5 | -6.7
CC(=O)OC1CC2(C)C(=O)CCC2C2CCc3cc(O)ccc3C12 (stereo not given) | 15.3 | 1.16 | 1.6 | 0.972 | 1.8 | 0.0 | -16.4 | -2.0 | 2.8
CCCCOc1ccc(C(=O)NCc2ccccn2)cc1 | 18.6 | 1.02 | -4.1 | 0.935 | -3.5 | 2.0 | -1.7 | -0.5 | 6.5
COCCn1cnc2c1c(=O)n(CC(=O)O)c(=O)n2Cc1ccccc1 | -6.0 | 0.967 | -4.2 | 0.944 | -0.3 | -0.3 | 3.3 | -3.8 | 5.6
Cc1cc(C)c(C#N)c(SCCS(=O)(=O)c2ccc(Cl)cc2)n1 | 28.6 | 0.952 | 3.4 | 0.963 | -5.1 | -16.6 | 4.8 | -4.5 | 3.7
Nc1nc(N)nc(-c2cccc(Cl)c2Cl)n1 | -1.6 | 0.911 | -2.1 | 1.01 | -1.7 | -5.0 | 8.9 | 1.6 | -0.9
CCNc1ccc(C(=O)OCC)cc1NC(=O)c1cc(S(=O)(=O)N2CCOCC2)ccc1C | 7.3 | 0.931 | -4.3 | 1.03 | -1.0 | -0.7 | 6.9 | 1.3 | -3.1
COc1ccc(C(=O)N=c2sc3ccccc3n2C)cc1OC | 22.0 | 1.01 | 0.9 | 0.876 | -0.6 | 3.5 | -0.8 | 0.3 | 12.4
Nc1nonc1-n1nnc(C(=O)N/N=C/c2cccc(Cl)c2)c1CSc1ccc(Cl)cc1 | 6.0 | 0.819 | -1.9 | 0.978 | -9.6 | 2.5 | 18.1 | -0.6 | 2.2
O=C(COC(=O)Cc1ccc(F)cc1)NC(=O)c1ccccc1 | 14.8 | 0.918 | -3.2 | 0.984 | -7.9 | 1.1 | 8.2 | 3.0 | 1.6
O=C(c1ccco1)N1CCN(c2nc(C3CC3)nc3c2nnn3Cc2ccccc2Cl)CC1 | 23.3 | 1.03 | -4.2 | 1.04 | -5.5 | 1.6 | -2.9 | -4.0 | -4.3
COCCCN(C(=O)c1cc(Cl)nc2ccccc12)c1c(N)n(Cc2ccccc2)c(=O)[nH]c1=O | 14.7 | 0.991 | 0.4 | 0.935 | -7.9 | -14.0 | 0.9 | -0.1 | 6.5
COc1ccc(NC(C)=O)cc1NC(C)C(=O)Nc1cc(C(F)(F)F)ccc1N1CCOCC1 (stereo not given) | 4.8 | 0.956 | -2.6 | 1.12 | -3.7 | 1.0 | 4.4 | 6.8 | -11.8
OCCN1CCN(Cc2ccc3ccccc3c2)CC1 | 15.5 | 1.02 | -8.8 | 1.1 | 1.9 | 1.7 | -1.9 | -0.7 | -10.4
CCC(C)[C@H]1CN=C(N)N1CCCc1cc(OC)c(OC)c(OC)c1 (stereo not given in full) | 8.3 | 0.858 | -1.2 | 1.03 | -6.0 | 2.5 | 14.2 | -1.2 | -2.8
COc1ccc(NC2CC(=O)N(c3cc([N+](=O)[O-])ccc3C)C2=O)cc1 (stereo not given) | 0.1 | 1.18 | -9.2 | 1.09 | -4.1 | 0.7 | -18.3 | -4.5 | -8.9
C/C(N)=C(/C#N)C(=O)CSc1nnc(-c2ccc(OC(F)F)cc2)o1 | -3.0 | 1.07 | 3.7 | 0.955 | -3.0 | -2.9&0.1 | -6.8 | -0.1 | 4.5
COc1ccc(C(=O)N[C@H](C(=O)NCCCSc2ccccc2)C(C)C)cc1 | 0.2 | 1.02 | -2.7 | 1.2 | -6.1 | 2.8 | -2.0 | 0.5 | -19.9
COc1nc(N2CCOCC2)nc(C)c1[N+](=O)[O-] | 17.2 | 0.926 | -1.0 | 0.871 | -2.0 | 0.4 | 7.4 | 0.9 | 12.9
Cc1noc(C)c1S(=O)(=O)N1CCC(C(=O)c2ccccc2)CC1 | 10.8 | 0.966 | -0.9 | 0.975 | -9.7 | 1.2 | 3.3 | 1.8 | 2.5
COc1ccc(NC(=O)CN(C)S(=O)(=O)c2cnc[nH]2)cc1OC | 6.9 | 1.21 | -0.4 | 1.03 | -1.3 | -1.9 | -20.7 | 0.4 | -3.1
CCN(C[C@H]1N[C@@](Cc2ccccc2)(C(=O)OC)[C@H]2C(=O)N(C)C(=O)[C@@H]12)S(=O)(=O)c1ccc(OC(F)(F)F)cc1 | -10.1 | 0.901 | -3.0 | 1.13 | -6.2 | -1.2 | 9.9 | -0.5 | -12.6
N#C/C(=C\c1ccc(O)c(O)c1)C(=O)NCc1ccccc1 | 32.7 | 0.626 | 0.1 | 0.746 | -4.6 | -76.2 | 37.4* | -4.8 | 25.4

An excerpt from above, limited to hIAP inh, NLRP3 yeast inh and mIAP act:
| SMILES | hIAP inh | NLRP3 yeast inh | mIAP act |
| --- | --- | --- | --- |
| Nc1nonc1-n1nnc(C(=O)N/N=C/c2cccc(Cl)c2)c1CSc1ccc(Cl)cc1 | 18.1 | 6.0 | 0.978 |
| COc1ccc(NC2CC(=O)N(c3cc([N+](=O)[O-])ccc3C)C2=O)cc1 (stereo not given) | -18.3 | 0.1 | 1.09 |
| COc1ccc(NC(=O)CN(C)S(=O)(=O)c2cnc[nH]2)cc1OC | -20.7 | 6.9 | 1.03 |

Further results
SMILES | NLRP3 yeast inh | hIAP act | APOBEC3A inh | mIAP act | APOBEC3G inh | SENP1 FRET inh | hIAP inh | beta cell repl | mIAP inh
O=C(CCn1c(=O)c2cccn2c2ccc(F)cc21)NCc1cccc(F)c1 | 3.9 | 1.02 | -0.3 | 0.976 | -0.9 | -1.1 | -2.3 | 1.8 | 2.4
CN(C(=O)c1ccccc1)C1c2c(ccc3ccccc23)OCC1CO (stereo not given) | 29.2 | 0.928 | 0.8 | 0.991 | -2.8 | -0.1 | 7.2 | -0.2 | 0.9
Cc1cc(NS(=O)(=O)c2ccc(NC(=O)C(C(C)C)N3C(=O)c4ccccc4C3=O)cc2)nc(C)n1 (stereo not given) | 4.6 | 0.612 | 0.5 | 1.01 | -1.6 | 1.9 | 38.8* | -0.2 | -0.8
Cc1ccc2cc(CCNC(=O)CCCc3ccccc3)c(=O)[nH]c2c1 | 12.0 | 1.21 | -6.2 | 0.944 | -5.1 | 1.0 | -21.0 | 0.2 | 5.6
O=C(Nc1nccs1)c1cccc(NC(=O)C2CC2)c1 | 21.8 | 0.898 | 2.7 | 0.987 | 8.1 | -0.3 | 10.2 | -2.1 | 1.3
O=C(NC(=S)N1CCc2ccccc21)C1CCC1 | 11.0 | 1.09 | -3.7 | 1.04 | -6.8 | -1.8 | -8.6 | -2.8 | -3.6
COc1ccc(NC(=O)CCS(=O)(=O)c2ccc3c(c2)NC(=O)C(C)S3)cc1OC (stereo not given) | 11.8 | 1.17 | -6.8 | 0.916 | -7.1 | 4.3 | -17.4 | 0.5 | 8.4
CC(=O)NC(CC(=O)NNC(=O)c1cc2ccccc2cc1O)c1ccccc1 (stereo not given) | -4.4 | 1.41 | 2.9 | 0.799 | -2.7 | 17.5 | -41.1 | -3.7 | 20.1
CCN(CCCNC(=O)CN(C)S(=O)(=O)c1cccc2nsnc12)c1cccc(C)c1 | 2.3 | 1.05 | -1.1 | 0.968 | 0.8 | 0.1 | -4.9 | 2.5 | 3.2
Cc1cccc(C)c1OCCOC(=O)c1n[nH]c2ccccc12 | 7.4 | 1.46 | -2.1 | 0.983 | -11.8 | 0.4 | -45.6 | -2.5 | 1.7
CCOc1ccc(NS(=O)(=O)c2cc(C(=O)NCCCN3CCOCC3)ccc2C)cc1 | 1.7 | 1.11 | -4.1 | 1.14 | -9.7 | -4.0 | -10.7 | 1.8 | -14.3
CC1CCC(=O)N(CCC#N)CC1 (stereo not given) | 11.0 | 0.844 | -5.4 | 0.991 | -9.1 | 1.7 | 15.6 | -1.8 | 0.9
CC1(C)CC(NCc2ccncc2)CC(C)(C)N1 | 1.5 | 0.982 | -6.0 | 1.08 | -8.3 | 1.7 | 1.8 | -1.8 | -8.0
O=[N+]([O-])c1cc(S(=O)(=O)N2CCCC2)ccc1NN=C1CCCC1 | -16.5 | 0.91 | -1.2 | 0.908 | -3.8 | -0.8 | 9.0 | -1.7 | 9.2
CCN(C(=O)c1cn(CC)c(=O)c2cc(OC)c(OC)cc12)c1ccccc1C | -2.4 | 0.851 | -2.1 | 1.02 | -4.1 | 0.8 | 14.9 | -2.5 | -1.8
COc1ccc(CCNS(=O)(=O)c2ccc3c(c2)OCCO3)cc1 | 13.6 | 1.1 | -4.6 | 1.14 | -3.3 | 2.1 | -9.8 | 1.2 | -14.4
CCOc1ccccc1NC(=O)C1C2C=CC(C2)C1C(=O)O (stereo not given) | -5.4 | 1.01 | -0.7 | 0.832 | -6.6 | 1.4 | -1.5 | 4.3 | 16.8

An excerpt, so the mix of outcomes need not match the whole.
